# HEK293 NOD2/NF-kB – inhibition of NOD2-driven NF-kB reporter – cell-based, luminescence, uHTS, HEK293 (AID 1566) | HEK293 NOD2/NF-kB luciferase reporter, luminescence; higher % means a stronger effect | inhibition, % at 4 µM, or EC50 in µM where a hit was titrated | 0.63% of 290,000 active; in the data active = inhibition above about 50%; note: many of its hits are not listed in these tables
# Ins promoter up – MIN6 insulin promoter up-regulation. MIN6 insulin promoter-GFP reporter, high-content imaging; active compounds read high. z-score at 5 µM. 0.3% of 190,000 active. AID 1625;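 active = z-score above 3 at 5 µM with at least 500 cells counted in the well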
# Dynein cargo inh – dynein cargo transport inhibition; 3617.4 mouse cells, GR-EGFP nuclear translocation imaging; test concentration mostly 20 µM; stimulated with dexamethasone, 1 µM; active compounds read low; z-score, hits read low; 0.47% of 220,000 active; AID 1381;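 active = plate z-score of nuclear minus cytoplasmic receptor signal below a set negative limit, without overly bright fluorescence or cell loss, cut at about -3.5 in these data, passing the limit was not always enough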;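 note: z-score of nuclear minus cytoplasmic ring GR-EGFP intensity difference per well; some compounds called inactive have numbers as strong as hits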
#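 medium = tetracycline-free induction medium containing charcoal-stripped FBS | also added = 1.0 µM final dexamethasone stimulus | schedule = 48 h induction, 1 h compound, 30 min dex at 37 °C | technique = fixed, Hoechst-stained cells imaged at 10x for EGFP | measure = GR-EGFP nuclear translocation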
# Yfh1-depleted yeast – mitochondrial function rescue without frataxin homolog – Friedreich's ataxia, plus single-dose screen, dose response (AID 1465); S. cerevisiae Yfh1-off respiration, WST-1 reduction, 72 h; higher fold induction means a stronger effect; fold induction at 50 µM; hits with a dose series show EC50 in µM; 0.074% of 220,000 active;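 active = fold induction of absorbance versus untreated yeast above a set limit, then at least 30% activation at any dose in follow-up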;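 note: activators that raise dye reduction in frataxin-depleted yeast; strong numbers were not always called active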
# Autophagy HCS – autophagy modulation, high-content screen; MEF GFP-LC3 puncta imaging; test concentration mostly 10 µM; calls only at 10 µM (by protocol); 0.98% of 190,000 active; AID 463193;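 active = percentage of spot-positive cells more than 3 SD above its plate mean, without a fluorescence outlier flag or 80% toxicity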;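 note: spot-positive cell cutoff set from DMSO-treated cells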
# NOD1 NF-kB reporter – NOD1 signaling inhibitors, primary screen, cell-based, luminescence, uHTS (AID 1578); NOD1-driven NF-kB luciferase reporter cells, luminescence; higher % means a stronger effect; inhibition, % at 4 µM, or EC50 in µM where a hit was titrated; 1% of 290,000 active; in the data active = inhibition mostly above about 36%, no sharp cut-off; inactive = mostly below about 34%;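 note: HEK-293T reporter cells stimulated with the NOD1 agonist gamma-tri-DAP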
# P. falciparum M17LAP – P. falciparum M17LAP inhibitors, primary screen, biochemical, fluorogenic H-Leu-NHMec substrate, 1536-well (AID 1619); recombinant M17LAP, H-Leu-NHMec fluorogenic kinetic assay; higher % means a stronger effect; inhibition, % at 30 µM; hits with a dose series show IC50 in µM; 0.38% of 220,000 active;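 active = compound inhibiting the enzyme by more than half at any dose during confirmatory dose-response retesting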;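 note: plate controls were full reaction with DMSO carrier for no effect and no enzyme background for full effect; strong numbers were not always called active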
# MT stabilizer – microtubule stabilization, imaging screen. HeLa tubulin immunostaining HCS, 24 h; share of cells brighter than vehicle mean+2SD. % tubulin-high responders, % at 10 µM. 0.83% of 200,000 active;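 active = plate Z-score above 3 for both tubulin-high and condensed-nucleus cell shares, with cell loss under 80%, at 10 µM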;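 note: anti alpha tubulin signal scored within the nucleus-defined area of each cell; some results filed as inactive read as strong as hits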
# bCat nuc transl – modulators of beta-catenin nuclear translocation; HeLa beta-catenin nuclear translocation, immunofluorescence imaging; nuclear translocation activity, % at 5 µM; 0.3% of 190,000 active;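 active = nuclear translocation activity above 50% at 5 µM, with a well cell count of 50 or more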;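 note: per-cell ratio of nuclear to cytoplasmic median beta-catenin stain intensity; plate controls were DMSO negative control for no effect and GSK-3 inhibitor IX positive control for full effect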
#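 System: Human HeLa cells, endogenous beta-catenin | Compound dosing: 5 µM primary, 0.02–20 µM confirmation | Timing: 24 h compound exposure at 37°C, 5% CO2 | Measured by: Fluorescence imaging of beta-catenin antibody stain plus DAPI | Read-out basis: % activation of per-cell nuclear versus cytoplasmic median beta-catenin signal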
# Dynein cargo inh cytoplasmic EGFP – second read-out of Dynein cargo inh, no call of its own (marks repeat the call); z-score; measured here: cytoplasmic GR-EGFP intensity; active compounds read high
# Dynein cargo inh nuclear GR-EGFP – recorded beside Dynein cargo inh, whose call it bears; z-score; measured here: nuclear GR-EGFP intensity;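 lower value marks the stronger effect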
# Dynein cargo inh cell count – recorded beside Dynein cargo inh, whose call it bears; z-score; measured here: cell count per field
# Ins promoter up cell count – further read-out of Ins promoter up, marked with its call; cell count; measured here: cytotoxicity, nuclei count;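 total cells summed across four imaged fields per well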
# bCat nuc transl cell count 5 µM – second read-out of bCat nuc transl, no call of its own (marks repeat the call); cell count; measured here: cell count, cytotoxicity flag
# MT stabilizer Hoechst-high % – second read-out of MT stabilizer, no call of its own (marks repeat the call); % Hoechst-high responders; measured here: nuclear condensation Hoechst responders;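 share of cells brighter than vehicle mean plus two SD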
# MT stabilizer cytotoxicity % – second read-out of MT stabilizer, no call of its own (marks repeat the call); toxicity, %; measured here: cytotoxicity by cell density;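 0% = mean cell density of plate MIN control wells and 100% = no cells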
# Autophagy HCS cell loss 18 h – further read-out of Autophagy HCS, marked with its call; toxicity, %; measured here: cell loss, nuclei count;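 cell loss after 18 h compound exposure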
# Starred values were filed as active, the others as inactive; i = inactive; · = not tested or not shown. Not all compounds are listed; the hit share may differ from the screen's.
SMILES,HEK293 NOD2/NF-kB,Ins promoter up,Ins promoter up cell count,Dynein cargo inh,Dynein cargo inh cytoplasmic EGFP,Dynein cargo inh nuclear GR-EGFP,Dynein cargo inh cell count,Yfh1-depleted yeast,Autophagy HCS,Autophagy HCS cell loss 18 h,NOD1 NF-kB reporter,P. falciparum M17LAP,MT stabilizer,MT stabilizer Hoechst-high %,MT stabilizer cytotoxicity %,bCat nuc transl,bCat nuc transl cell count 5 µM
Cc1cccnc1NC(=S)NC(=O)c1cncc(Br)c1,9%,·,·,0.1,-0.2,0.34,-0.19,i,i,-30,-5%,-3%,1.9,2.1,8.2,·,·
O=C(c1ccncc1)N1N=C(C2CCCCC2)CC1(O)C(F)(F)F (stereo not given),15%,0.18,1271,0.053,-0.21,-0.18,0.14,i,i,2,1%,0%,3.2,2.6,7.2,·,·
CSc1cccc(NC(=O)CN(Cc2ccc(Cl)cc2)S(C)(=O)=O)c1,-1%,-0.29,916,-0.53,1.3,-0.11,0.2,i,i,-4,4%,2%,0.8,1.2,26,-0.8,1136
COC(=O)c1cc(=O)n(CCc2ccccc2)c(=Nc2ccc(F)cc2)s1,-9%,-0.56,1593,-3.3,0.44,-1.5,0.78,i,·,·,41%,4%,3.9,1.7,5.3,-1.3,1096
CN1CCSc2ccc(C(=O)Nc3ccc(Cl)cc3)cc21,-88%,-1.7,1234,-0.036,-0.22,0.59,-1.1,i,·,·,-17%,18%,·,·,·,0.2,1303
COC(=O)C1=C(O)CSC1=Nc1ccccc1,-2%,·,·,0.22,-0.19,0.13,0.12,i,i,25,18%,2%,0.7,0.8,4.2,·,·
CCCc1[nH]n(-c2ccc(F)cc2)c(=O)c1C=Nc1ccc(C)cc1,10%,·,·,0.4,-0.28,0.088,-0.77,i,i,-7,-25%,9%,2.9,2.0,2.0,-0.4,968
N/C(=N\OC(=O)c1ccc(=O)n(Cc2ccccc2)c1)c1ccccn1,2%,0.5,1509,-0.23,-0.23,-0.49,0.62,i,i,3,-40%,22%,1.7,2.8,9.1,1.5,1390
OC(COc1ccc2ccccc2c1)CN1CCN(c2ccc(F)cc2)CC1 (stereo not given),-11%,1.3,1967,0.034,-0.25,0.24,0.72,i,i,-17,-32%,7%,2.9,2.8,11,-0.1,1128
COc1cc(/C=N/Nc2ccc(C(=O)O)cc2)ccc1O,-30%,1.4,1297,4.3,0.072,3.2,-2.2,i,i,-31,-8%,22%,4.2,1.6,5.5,-2.2,1163
O=C(Nc1ncc([N+](=O)[O-])s1)C1CCN(S(=O)(=O)c2cnc[nH]2)CC1,-5%,0.3,1747,0.87,-0.17,1.1,-1,i,i,-25,-26%,24%,3.5,2.1,8.6,2.3,1055
COc1cc2cc(CN(CCN3CCOCC3)C(=O)Nc3ccc(F)cc3)c(=O)[nH]c2cc1OC,2%,-0.23,1407,0.21,-0.29,-0.066,0.02,i,i,-2,-2%,14%,4.5,1.9,9.9,-2.1,1131
O=C(COc1ccccc1[N+](=O)[O-])Nc1ccccc1N1CCCC1,-1%,-0.43,1392,-0.4,-0.24,-0.11,-0.095,i,i,13,-15%,8%,2.2,1.4,0.3,0.1,1480
COc1ccc(OC)c(/C=N\NC(=O)CSc2nnc(CCCc3ccc(OC)c(C)c3)o2)c1,2%,0.72,1075,0.41,-0.29,0.3,0.36,i,i,3,-17%,3%,3.7,2.3,8.3,2.8,1104
CC(C)(C)CC(C)(C)NCC(O)COCCOc1ccc(Br)cc1 (stereo not given),-31%,-0.64,906,0.17,-0.12,0.24,-0.63,i,i,5,51%,14%,5.5,2.2,2.9,0.9,450
Cc1cc(OC(=O)C(C)(C)C)c([N+](=O)[O-])c(=O)[nH]1,-2%,-0.33,1230,0.63,-0.15,0.35,-0.57,·,i,-4,-27%,13%,2.5,1.9,6.7,-0.3,1073
Cc1ccccc1Nc1nc(N)nc(CSc2nc3ccccc3s2)n1,-13%,0.25,1393,-0.55,-0.25,-0.51,0.7,i,i,1,9%,6%,2.3,2.5,8.2,-0.7,926
Cc1nnc(SCC(=O)Nc2ccc(Cl)cn2)s1,-1%,-0.12,1443,0.25,-0.26,0.4,0.21,i,i,-11,-25%,-9%,1.5,2.6,7.9,-1.8,1081
C/C(=N\O)C(C)/[N+]([O-])=C/c1nc(C)c(C)n1O (stereo not given),·,·,·,0.33,-0.27,0.35,0.9,i,i,4,·,·,3.3,1.3,8.8,·,·
O=C(Nc1ccccc1)Nc1cc(Cl)cc(Cl)c1,-4%,·,·,1.5,-0.32,0.3,-0.58,i,i,32,58%,6%,1.3,0.7,24,·,·
O=C(c1cccc(S(=O)(=O)N2CCc3ccccc3C2)c1)N1CCN(c2ccccc2)CC1,-41%,0.07,1335,-0.028,0.16,-0.33,0.086,i,i,6,66%,-3%,2.7,2.8,4.8,-3.7,524
Cc1ccccc1OC/C(O)=C(\C#N)c1nc2ccccc2[nH]1,12%,-0.16,1413,-0.3,-0.21,0.31,1.4,i,i,-15,20%,-15%,1.2,1.4,4.6,1.0,1352
CCCCN(C(=O)CN1CCOCC1)c1c(N)n(CC(C)C)c(=O)[nH]c1=O,6%,-0.33,1475,0.46,-0.27,0.096,-0.7,i,i,4,-17%,3%,3.8,2.3,9.1,-1.7,1125
O=c1n(Cc2ccccc2Cl)nc2n1-c1ccccc1SC2,-35%,-0.06,1086,-0.64,-0.24,-0.67,0.44,i,·,·,-6%,3%,·,·,·,1.0,1231
CC(=O)Nc1sc(-c2ccccc2)nc1-c1ccccc1,2%,0,1284,-0.48,-0.22,-0.2,0.21,i,i,-11,-21%,0%,1.5,2.6,5.4,·,·
SMILES,HEK293 NOD2/NF-kB,Ins promoter up,Ins promoter up cell count,Dynein cargo inh,Dynein cargo inh cytoplasmic EGFP,Dynein cargo inh nuclear GR-EGFP,Dynein cargo inh cell count,Yfh1-depleted yeast,Autophagy HCS,Autophagy HCS cell loss 18 h,NOD1 NF-kB reporter,P. falciparum M17LAP,MT stabilizer,MT stabilizer Hoechst-high %,MT stabilizer cytotoxicity %,bCat nuc transl,bCat nuc transl cell count 5 µM
CC1=CCC(C(=O)O)(C(=O)N/N=C/c2cccs2)C(c2ccc([N+](=O)[O-])cc2)C1 (stereo not given),-4%,-0.43,923,-0.36,-0.12,0.23,0.43,i,i,-1,-4%,13%,0.9,1.9,6.9,-0.6,1277
CC(C)Oc1cccc(C(=O)Nc2ccc(NC(=O)c3ccco3)cc2)c1,4%,·,·,-1.3,-0.37,-0.73,0.48,i,i,1,-24%,3%,3.5,2.4,11,-2.2,1156
COc1ccccc1Nc1nc(Cl)c(C=O)s1,8%,3.2*,1110*,-0.91,3.3,0.3,1,i,i,4,-16%,0%,3.7,4.9,4.5,1.1,921
CC1CCN(Cc2ccc(-c3nn[nH]n3)cc2)CC1,14%,0.62,1857,0.06,-0.3,-0.75,0.14,i,i,4,-15%,-8%,3.4,2.0,7.0,-0.5,1094
CCOC(=O)c1[nH]c(C)c(/C(O)=C2\C(=O)C(=O)N(CCN3CCOCC3)C2c2cccs2)c1C (stereo not given),-23%,·,·,-0.07,-0.17,-0.19,-0.12,i,i,9,8%,13%,14,4.1,8.3,·,·
CCC(=O)Nc1cccc(-c2nc3ccccc3o2)c1,-33%,-0.09,1824,-0.77,-0.23,-0.4,0.82,i,i,-18,-44%,0%,2.9,1.9,4.9,0.2,1094
O=P(c1ccccc1)(c1ccccc1)c1nc(-c2ccccc2)oc1NCc1ccccc1,-6%,-1.1,1180,1,-0.31,0.28,-1.3,i,i,-10,-20%,5%,2.9,2.7,0.9,1.2,1043
S=C1SCN(CCN2CCOCC2)CN1Cc1ccccc1,-3%,0.02,1418,-2.3,-0.0031,-1.2,0.27,i,i,9,·,-9%,8.4,7.0,0.5,2.8,1352
Cc1ncc([N+](=O)[O-])n1CC(=O)N/N=C/c1ccccc1F,11%,-0.17,1186,0.48,-0.12,0.21,-0.21,i,i,-7,-23%,5%,2.8,1.8,3.2,-0.2,1169
CCCC(=O)OCC(=O)Nc1ccc(N=Nc2ccccc2)cc1,-89%,0.07,1286,0.23,-0.18,0.62,-1.5,i,i,-10,-55%,4%,2.7,2.2,13,4.3,878
O=C(Cc1ccsc1)Nc1ccc(S(=O)(=O)C(F)F)cc1,-18%,0.14,1359,0.22,-0.37,0.41,0.53,i,i,-5,-48%,5%,6.2,2.2,7.5,-2.0,997
Cc1ccc(-c2nnc(SCC#CCOC(=O)c3ccco3)o2)cc1,-17%,·,·,-0.25,0.035,0.18,-0.17,i,i,1,-37%,5%,0.7,0.7,4.6,-3.0,1237
O=C(OC1CCOC1=O)c1cccc(S(=O)(=O)Nc2ccc(F)cc2)c1 (stereo not given),-3%,0.55,1189,0.93,-0.27,0.16,-0.69,i,i,8,-17%,23%,3.7,2.7,3.8,-5.9,550
N#CCCn1cc(/C=N/N=C2\NC(=O)C(CC(=O)O)S2)c(-c2ccc(F)cc2)n1 (stereo not given),8%,0.67,1077,0.6,-0.28,0.22,-0.033,i,·,·,2%,13%,·,·,·,2.0,1239
Cc1nn(-c2cc(C(F)(F)F)ccn2)c(=O)o1,17%,0.09,1463,0.17,0.23,0.23,-1.4,i,·,·,-4%,-1%,·,·,·,-4.1,1234

# Bioassay records: PubChem BioAssay, several laboratories
